# MITF primary = MITF inhibitors, primary screen, biochemical, AlphaScreen, human. AID 1259374, 2018. AlphaScreen MITF homodimerization, bead proximity signal. actives 0.91% (n = 650,000). inhibition, % at 2.6 µM. Microphthalmia-associated transcription factor (Homo sapiens), O75030; in the data active = inhibition above about 50%;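 also: 0% = vehicle wells with protein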
# Target sequence (O75030 whole entry, looked up): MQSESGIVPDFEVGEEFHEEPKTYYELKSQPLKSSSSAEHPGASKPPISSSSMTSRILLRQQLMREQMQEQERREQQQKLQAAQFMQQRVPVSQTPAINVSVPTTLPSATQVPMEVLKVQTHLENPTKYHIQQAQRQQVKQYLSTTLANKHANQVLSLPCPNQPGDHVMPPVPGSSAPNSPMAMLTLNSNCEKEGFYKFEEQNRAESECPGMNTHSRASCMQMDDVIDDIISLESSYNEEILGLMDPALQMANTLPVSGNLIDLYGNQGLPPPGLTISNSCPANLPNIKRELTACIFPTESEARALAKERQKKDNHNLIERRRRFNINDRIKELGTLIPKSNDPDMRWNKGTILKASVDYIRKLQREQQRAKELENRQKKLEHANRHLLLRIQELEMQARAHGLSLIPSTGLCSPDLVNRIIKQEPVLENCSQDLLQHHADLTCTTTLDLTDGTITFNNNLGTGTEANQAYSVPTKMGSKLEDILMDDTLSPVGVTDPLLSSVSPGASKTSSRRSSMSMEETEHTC
# TEAD-YAP inh = TEAD-YAP interaction inhibition, primary screen, TEAD-YAP interaction inhibitor project, luminescence, HEK-TIYL cells; TEAD-Gal4/YAP UAS-luciferase luminescence; inhibition, % at 9.12 µM; actives 1.4% (n = 640,000); AID 1259422, 2018; in the data active = inhibition above about 32%;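 also: 0% = median of test compound wells and 100% = reference inhibitor wells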
# GPR151 ag = activators of human GPR151, primary screen, cell-based, PathHunter beta-arrestin, luminescence | G-protein coupled receptor 151 (Homo sapiens), Q8TDV0 | PathHunter beta-arrestin GPR151 cells | activation, % at 11.2 µM | actives 1% (n = 650,000); in the data active = activation above about 4.9%;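 also: 0% = median of compound wells and 100% = cells with positive control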
# Target sequence (Q8TDV0 whole entry, looked up): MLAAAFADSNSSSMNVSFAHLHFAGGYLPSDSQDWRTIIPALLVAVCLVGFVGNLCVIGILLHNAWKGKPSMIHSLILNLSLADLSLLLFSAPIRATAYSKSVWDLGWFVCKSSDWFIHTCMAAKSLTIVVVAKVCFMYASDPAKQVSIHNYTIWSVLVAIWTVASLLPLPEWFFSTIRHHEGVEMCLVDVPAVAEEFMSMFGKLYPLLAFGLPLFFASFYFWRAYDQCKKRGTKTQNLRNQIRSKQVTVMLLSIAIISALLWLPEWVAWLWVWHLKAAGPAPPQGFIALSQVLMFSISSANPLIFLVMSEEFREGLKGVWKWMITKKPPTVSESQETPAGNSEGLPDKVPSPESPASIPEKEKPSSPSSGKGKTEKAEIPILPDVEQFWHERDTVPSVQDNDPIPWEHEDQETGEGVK
# FBW7 activator = FBW7 E3 ligase activators, primary screen, biochemical, AlphaScreen, human. AlphaScreen FBW7–phospho-cyclin E peptide binding, activator screen. normalized activity (activation), % at 26.1 µM. actives 0.13% (n = 650,000). AID 1259310, 2017; in the data active = normalized activity above about 1.9%;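 also: purified mutant Fbw7 with reduced substrate affinity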
# Starred values were filed as active, the others as inactive.
SMILES,MITF primary,TEAD-YAP inh,GPR151 ag,FBW7 activator
CCCCC(CC)C(=O)NNC(=O)COc1cc(C)c(Cl)c(C)c1 (configuration not stated),20,5,-0.3,0.1
C=CCSc1nnc(NC(=O)c2cc(=O)c3ccccc3o2)s1,6,-40,-0.5,1.0
O=C(NC1CC1)c1cc(CNCC2CC=CCC2)cc(NC(=O)c2ccccn2)c1 (configuration not stated),2,11,-0.6,0.2
CCOC(=O)c1ccc(NC(=O)CSc2ncnc3sc(C)c(C)c23)cc1,-2,-15,0.0,0.0
Cc1cc(OC(=O)c2ccc(F)cc2)c([N+](=O)[O-])c(=O)[nH]1,1,-6,-1.2,-0.1
CN1C(=O)/C(=C/c2ccc([N+](=O)[O-])o2)SC1=S,38,16,-0.7,-0.5
O=C(CN1CCN(C(=O)Nc2ccc(Cl)c(Cl)c2)CC1)Nc1ccccc1Cl,2,-4,-0.1,0.1
CC(=O)Nc1sc2c(c1C#N)CCCC2,1,-9,0.4,-0.1
CC(C)CNC1CC(=O)N(c2ccccc2)C1=O (configuration not stated),11,4,1.4,0.2
CCOC(=O)C1(Cc2ccc(OC)cc2)CCN(S(C)(=O)=O)CC1,19,-11,2.2,0.6
CCC(Sc1nc(C)cc(=O)[nH]1)C(=O)Nc1nc2c(s1)CCCC2 (configuration not stated),9,-7,-1.0,0.0
O=C(Nc1ccc(Cl)cc1)C1C2C=CC3(O2)C1C(=O)N(CC1CCCO1)C3C(=O)NC1CCCCC1 (configuration not stated),-1,6,2.2,-0.1
Cc1ccc(-n2nc3c(c2NC(=O)c2ccc(S(=O)(=O)N(C)C)cc2)CS(=O)(=O)C3)c(C)c1,3,-11,-0.9,0.0
CCOC(=O)COc1ccc2c(=O)c(Oc3ccc(C(C)(C)C)cc3)coc2c1,11,6,-0.5,0.5
CC1CCCC(NC(=O)C2N(CCN3CCOCC3)C(=O)C3C(C(=O)Nc4ccc(Cl)cc4)C4C=CC32O4)C1C (configuration not stated),-9,8,0.6,0.4
O=C(O)c1ccccc1NC(=O)c1ccccc1-c1ccccc1C(=O)O,1,-3,0.2,-0.1
CCc1ccc(NC(=O)c2ccc(C(=O)O)cc2C(=O)O)cc1,7,2,0.1,0.1
COc1ccc(C2=NN(C(=O)CSc3nnc(CNC(=O)c4ccccc4)n3Cc3ccccc3)C(c3ccc(OC)cc3)C2)cc1 (configuration not stated),5,10,-1.1,0.4
CCOc1ccccc1C(=O)N1CC(=O)Nc2ccc(F)cc2C1c1ccccc1 (configuration not stated),-11,8,-0.1,0.1
CC(C)c1ccc(OCc2nc(-c3ccccn3)no2)cc1,14,-49,-1.3,0.3
O=C(NCc1nnc2n1CCN(CC1CCCCC1)CC2)C1CCOC1 (configuration not stated),5,4,0.4,0.0
Fc1ccc(C(c2nnnn2Cc2ccco2)N2CCN(C3CCCCC3)CC2)cc1 (configuration not stated),-3,-6,0.6,-0.1
CCCC(=O)N(c1ccc2oc(C)c(C(C)=O)c2c1)S(=O)(=O)c1ccc2ccccc2c1,-1,2,4.3,0.1
O=C(COc1ccc(Cl)cc1)Nc1nn[nH]n1,23,0,1.0,0.5
NC(=O)C1CCN(C(=O)Cc2ccc(NC3=NC4CS(=O)(=O)CC4S3)cc2)CC1 (configuration not stated),-4,-4,-0.2,0.1
COCCCN(C(=O)Nc1ccccc1)C(C)c1ccncc1 (configuration not stated),4,3,0.1,0.0
Cc1cc(NC(=O)CSc2nc(-c3ccccc3)nc3c2c(=O)n(C)c(=O)n3C)no1,8,6,-0.4,0.1
Cc1sc(NC(=O)c2ccccc2C(=O)Nc2sc(C)c(C)c2C#N)c(C#N)c1C,0,-4,0.0,0.3
Cc1nn(-c2ccccn2)c2c1C(=O)CC(c1ccco1)C2 (configuration not stated),21,11,-0.5,0.7
CC(=O)Nc1cc(-c2ccc(C(C)(C)C)cc2)nn1Cc1ccc(Cl)cc1,-8,11,0.6,0.0
CN1CCN(CCCCOc2cccc(C(F)(F)F)c2)CC1,24,1,-0.3,0.0
Cc1cc(C)nc(/N=C(/NC(=O)Nc2cccc(Cl)c2)Nc2ccccc2C)n1,-8,3,0.5,0.0
O=C(O)CCC(=O)N1N=C2/C(=C/c3ccc(F)cc3)CCCC2C1c1ccc(F)cc1 (configuration not stated),1,2,-0.2,0.0
CCCNC(=O)c1ccnc(Nc2ccc(-n3ccnc3)cc2)c1,7,6,-0.3,0.1
O=C1NC(=Nc2cccc(Cl)c2Cl)S/C1=C/c1ccc(OCc2ccccc2Cl)cc1,15,2,-1.6,-0.1
O=C1CSC(c2ccc(F)cc2)N1c1ccc2ccccc2c1 (configuration not stated),4,-5,0.0,-0.1
COCCCNC(=O)c1c(NC(=O)/C=C/c2ccco2)sc2c1CCCC2,11,2,0.8,0.6
COc1ccc(Nc2ncnc3c2c(-c2ccccc2)cn3-c2ccc(Br)cc2)cc1OC,17,4,-0.7,0.9
CN(C)c1ccc(CNC(=O)CN(C)S(=O)(=O)c2ccc3c(c2)CCC(=O)N3)cc1,-6,2,1.4,0.0
COc1ccc(-c2nc3ccccc3n2C)cc1,12,32*,-8.0,0.2
CNC(=O)[C@@H]1C[C@@H](NCc2ccc(C)s2)CN1Cc1cccc(Cl)c1,11,10,0.5,0.1
Cc1ccccc1Cc1c(C)nc2c(C(=O)NCc3ccc(F)cc3)cnn2c1C,-2,-9,-1.4,0.2
CCOc1ccc(C(=O)NC(C)(C)C)cc1Cl,1,10,6.9*,0.2
CC1CCCCN1C(=O)CNCc1ccc(F)cc1 (configuration not stated),3,1,0.7,1.1
Cc1ccc(C(=O)c2ccc(N)cc2)cc1C,34,52*,1.9,0.3
Cc1cccn2cc(CCNS(=O)(=O)c3ccc([N+](=O)[O-])cc3)nc12,0,8,-0.5,-0.1
CNC(=O)c1c(NC(=O)c2ccc(N(C)C)cc2)sc(C)c1C,-151,-22,0.6,0.5
COc1cc(/C=C2\N=C(c3ccc(C(C)(C)C)cc3)OC2=O)ccc1OC(C)=O,1,11,-0.4,0.0
O=S(=O)(c1ccc(Cl)cc1)N1CCN(CCO)CC1,-3,5,-2.0,0.0
COc1ccc(C(=O)N2CCCC2(C#N)c2ccccc2)cc1[N+](=O)[O-] (configuration not stated),-6,16,1.4,0.1
O=C1NC(=O)C2C1C(c1ccc([N+](=O)[O-])cc1)=NN2Cc1ccccc1 (configuration not stated),17,20,-1.8,-0.1
Cc1nc2ccccn2c1C(=O)N/N=C\c1ccccc1[N+](=O)[O-],24,4,1.8,0.1
CCC(C)C(NS(=O)(=O)c1cc(C(=O)O)ccc1Cl)C(=O)O (configuration not stated),4,8,-0.2,0.1
Cc1cc(C)nc(SCC(=O)N/N=C/c2ccc(N3CCCCC3)cc2)n1,16,-8,-1.6,0.0
Cc1cccc(Nc2nc3nonc3nc2Cl)c1,9,12,-2.6,-0.2
NC(=O)c1ccc(NC(=O)CCNC(=O)c2ccc(Cl)cc2)cc1,-3,-11,0.6,0.1
Cc1ccccc1Cc1c(C)nc2c(C(=O)NCc3ccc4c(c3)OCO4)cnn2c1C,7,2,-0.3,0.4
Cc1ccc(CNC(=O)CSc2nccn(-c3ccc(Br)cc3)c2=O)cc1,6,8,-1.4,0.0
CCC(=O)N(CC)c1nnc(-c2ccc(F)cc2)s1,10,-62,-0.3,-0.1
COc1ccc(-c2oc3cc(OC)c(OC)c(OC)c3c(=O)c2OC)cc1OC,-3,0,0.3,-0.1

# Random excerpt: three compounds from above, in no set order.
SMILES,MITF primary,TEAD-YAP inh,GPR151 ag,FBW7 activator
COc1ccc(C2=NN(C(=O)CSc3nnc(CNC(=O)c4ccccc4)n3Cc3ccccc3)C(c3ccc(OC)cc3)C2)cc1 (configuration not stated),5,10,-1.1,0.4
COCCCNC(=O)c1c(NC(=O)/C=C/c2ccco2)sc2c1CCCC2,11,2,0.8,0.6
CCc1ccc(NC(=O)c2ccc(C(=O)O)cc2C(=O)O)cc1,7,2,0.1,0.1

# Further compounds follow:
SMILES,MITF primary,TEAD-YAP inh,GPR151 ag,FBW7 activator
O=C(Nc1cc(Cl)ccc1O)c1cc(=O)c2ccccc2o1,1,5,0.0,-0.1
COC(=O)Cc1[nH]nc2c1C(c1ccccc1Cl)C(C#N)=C(N)O2 (configuration not stated),15,4,-0.5,0.5
CCSCCOC(=O)C1=C(C)Nc2ccccc2S1,-4,8,0.2,-0.2
O=C(CN1CCC(n2nnc3cc(F)ccc32)CC1)NCCc1nc2ccccc2[nH]1,15,5,-0.2,0.0
Cc1ccc(C(O)CNS(=O)(=O)c2ccccc2F)o1 (configuration not stated),1,-7,1.3,-0.2
CC(=O)Nc1cccc(-c2nc3ccc(NC(C)=O)cc3s2)c1,1,-50,-1.1,-0.3
Nc1cc(N)cc(-c2nc3ccccc3[nH]2)c1,12,1,3.7,-0.1
CCOC(=O)N1CCN(C(=O)c2ccc(Cl)nc2)CC1,7,-3,-0.9,0.0
Oc1ccc(-c2nc(-c3ccccc3)c(-c3ccc(Oc4ccccc4)cc3)[nH]2)cc1O,8,5,0.9,-0.4
CN(C(=O)c1ccn[nH]1)C1CC(C)(C)NC(C)(C)C1,6,-5,-0.1,0.0
Cc1ccc(-c2ccc(/C=C3\NC(=O)NC3=O)o2)c(Br)c1,22,-6,-0.4,0.1
CCOc1ccc(N=C2NC(=O)/C(=C/C(=O)OC)S2)cc1,1,7,1.1,-0.2
CCCCc1ccc(NC(=O)CSc2nnc(C)c(=O)n2N)cc1,6,0,2.4,0.0
O=C(Nc1ccc2c(c1)CN(C(=O)Cn1c(=O)oc3ccccc31)CC2)C1CCCO1 (configuration not stated),13,-2,6.8*,0.1
CN(Cc1ccccc1)c1nc2c(c(=O)n(C)c(=O)n2C)n1CCc1ccccc1,11,-2,0.2,-0.1
CCCNC(=O)CCc1ccc(S(=O)(=O)NCC)cc1,-9,5,-0.3,0.0
CCOCCCNC(=O)Cn1ncc2c1-c1cc(C)ccc1OC2,5,5,0.4,-0.1
CC1CCCCC1n1c(-c2cccnc2)n[nH]c1=S (configuration not stated),-4,0,0.0,-0.2
CCN(CC)c1nc(N(CC)CC)[nH]c(=O)n1,14,1,-0.7,0.0
Cc1nnc2n1CCN(C(=O)CC1=CCCCC1)CC2,7,1,-0.2,0.1
COc1ccc(-n2nc(C(=O)NCC(=O)N(C)c3ccc(C(C)C)cc3)c3ccccc3c2=O)cc1OC,20,13,0.0,0.0
CN(C)CCNC(=O)CCCn1c2ccccc2c2cn[nH]c(=O)c21,-2,-4,0.0,-0.1
Oc1ccc(Br)cc1/C=N/Nc1cc(N2CCCC2)nc(N2CCCC2)n1,8,2,0.0,-0.3
CC(C)CC(=O)Nc1nnc(SCC(=O)NCC2CCCO2)s1 (configuration not stated),1,0,-0.1,0.1
O=C(CSc1ccccc1)N1CCC[C@@H]2CN(Cc3ccsc3)CC[C@H]21,-11,-9,0.3,-0.1
CCCCC(=O)Nc1cccc2c(NC(=O)CCCC)cccc12,11,-2,1.8,0.0
CCc1nnc(NC(=O)CSc2ccc(Cl)cc2)s1,0,3,-0.3,0.0
Cc1nc2cc(NC(=O)c3ccc([N+](=O)[O-])cc3)ccc2s1,16,-42,0.0,0.2
COc1ccc(CCNc2nc(Nc3ccccn3)nc3c2ncn3C2CCCCC2)cc1,4,16,-1.1,0.0
COc1ccc(OCCn2c(-c3ccc(Br)cc3)nc3ccccc3c2=O)cc1,4,0,3.0,0.1
COCc1cc(/C=C(/C#N)S(=O)(=O)c2ccccc2)ccc1OC,-11,5,0.3,0.0
CC(=O)Nc1ccccc1C(=O)OCc1ccccc1Cl,-1,4,-1.4,-0.1
C=CCc1ccc(OCC(=O)NN)c(OC)c1,-26,-1,0.9,0.2
O=S(=O)(Nc1ccncc1)c1ccc(-c2ccc(Cl)cc2)cc1,18,0,0.4,0.1
COc1ccccc1C(=O)Nc1ccnn1C1CCN(C2CCOCC2)CC1,2,2,-1.4,-0.1
CN1CCc2cc(C(CNC(=O)NCc3ccc(F)cc3)N3CCCC3)ccc21 (configuration not stated),2,-9,0.9,-0.3
COc1cc(NS(=O)(=O)c2ccc3c(c2)oc(=O)n3C)cc(OC)c1OC,-2,48*,0.7,-0.1
COc1ccc(NC(=O)CN(c2c(C)cccc2C)S(C)(=O)=O)cc1,11,1,-0.5,0.2
COC(=O)c1ccc(COC(=O)c2cc3ccccc3oc2=O)cc1,-2,-11,-2.0,-0.1

# Some of the entries so far, with tabs.
molecule	MITF primary	TEAD-YAP inh	GPR151 ag	FBW7 activator
C=CCc1ccc(OCC(=O)NN)c(OC)c1	-26	-1	0.9	0.2
O=S(=O)(Nc1ccncc1)c1ccc(-c2ccc(Cl)cc2)cc1	18	0	0.4	0.1
COc1ccccc1C(=O)Nc1ccnn1C1CCN(C2CCOCC2)CC1	2	2	-1.4	-0.1
CN1CCc2cc(C(CNC(=O)NCc3ccc(F)cc3)N3CCCC3)ccc21 (configuration not stated)	2	-9	0.9	-0.3
COc1cc(NS(=O)(=O)c2ccc3c(c2)oc(=O)n3C)cc(OC)c1OC	-2	48*	0.7	-0.1
COc1ccc(NC(=O)CN(c2c(C)cccc2C)S(C)(=O)=O)cc1	11	1	-0.5	0.2
COC(=O)c1ccc(COC(=O)c2cc3ccccc3oc2=O)cc1	-2	-11	-2.0	-0.1
